pAkt inh – Akt phosphorylation inhibition | Neuro2A IGF-stimulated pAkt S473 HTRF, 20 min; stronger effect = lower value | activity change, % for hits at 50 µM | AID 651550 | actives 0.32% (n = 360,000); in the data active = activity change below about -80%; inconclusive = mostly about -51% to -80%; also: % is scaled to controls: 0 for no effect and ±100 for the full control effect
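Neuro2A cells in DMEM with 0.5% FBS, overnight at 37 deg C, given compound at single 50 µM final, then IGF (6 nM final) for 20 min at 37 deg C. Lysed; phospho-Akt Ser473 by HTRF after 24 h, 665/615 ratio.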
GLP1R cytotox – cytotoxicity in counter-screen for GLP-1R inverse agonists | HEK293 cAMP-luciferase reporter cells, luminescence, 24 h | Potency, µM (doses to about 38.3 µM), for the others: top-dose activity change, negative = inhibition, actives largely listed as inhibitors | actives 0.13% (n = 410,000) | AID 624418;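 also: loss of luciferase light is scored as toxicity; potency is read from the fitted curve at half-maximal effect; % is scaled to controls: 0 for no effect and ±100 for the full control effect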
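Cells in DMEM/10% Nu serum/1% pen-strep, 1536-well format. Pre-incubated 12 h, dosed with 23 nL compound, incubated a further 24 h. Luciferase detection, 12 min at room temp, luminescence.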
TDP-43 yeast inh – inhibitors of TDP-43 toxicity in yeast; Potency, µM (series often up to 46.1 µM), for inactives: at the highest dose growth rescue (activation), usual class: activators; TDP-43 expressing yeast growth rescue, BacTiter-Glo, 24 h; actives 1.8% (n = 410,000); also: potency is read from the fitted curve at half-maximal effect; % of control where 0% means no effect; nearly all actives have a fitted effect of over 50% in size
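Growth rescue of TDP-43-toxic yeast measured as ATP luminescence (BacTiter-Glo). Cells grown to mid-log in raffinose, induced in galactose at OD600=0.02, exposed to compound 24 hr at 30 deg C.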
MmCpn inh – inhibitors of Methanococcus maripaludis chaperonin (MmCpn); purified Mm-Cpn ATPase, ADP Transcreener TR-FRET; Potency, µM (top dose mostly 76.9 µM), without a hit: at the highest dose activity, negative = inhibition, most hits filed as inhibitors; actives 0.031% (n = 330,000); also: potency is read from the fitted curve at half-maximal effect; % is scaled to controls: 0 for no effect and ±100 for the full control effect; nearly all actives have a fitted effect of over 80% in size
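TR-FRET (320 nm excitation; 590 and 665 nm emission) reports ADP made from 10 uM ATP by 25 nM enzyme; compounds were preincubated 10 min, reaction run 30 min, both at 37°C.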
aSyn rescue – alpha-synuclein toxicity inhibition in yeast. Yeast expressing alpha-synuclein, growth rescue, BacTiter-Glo, 24 h. Potency, µM (doses to about 46.1 µM), without a hit: at the top dose growth rescue (activation), usual class: activators. actives 0.14% (n = 370,000). AID 652106; also: potency is read from the fitted curve at half-maximal effect; % of control where 0% means no effect; nearly all actives have a fitted effect of over 65% in size
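Rescue of yeast growth: cells expressing toxic alpha-synuclein, induced in galactose at OD600 0.02, incubated with compound 24 h at 30 C. ATP luminescence quantified growth; inhibitors of toxicity appear as activators.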
GLP-1R inv ag – GLP-1 receptor (human) inverse agonism; P43220; HEK293 GLP-1R CRE-luciferase, luminescence, 24 h; GLP-1R form is constitutively active; Potency, µM (titrated, usually from 38.3 µM), for the others: at the highest dose activity change, negative = inhibition, actives largely listed as inhibitors; actives 1.6% (n = 410,000); also: potency is read from the fitted curve at half-maximal effect; % is scaled to controls: 0 for no effect and ±100 for the full control effect; nearly all actives have a fitted effect of over 55% in size
Target sequence (P43220 whole entry, looked up): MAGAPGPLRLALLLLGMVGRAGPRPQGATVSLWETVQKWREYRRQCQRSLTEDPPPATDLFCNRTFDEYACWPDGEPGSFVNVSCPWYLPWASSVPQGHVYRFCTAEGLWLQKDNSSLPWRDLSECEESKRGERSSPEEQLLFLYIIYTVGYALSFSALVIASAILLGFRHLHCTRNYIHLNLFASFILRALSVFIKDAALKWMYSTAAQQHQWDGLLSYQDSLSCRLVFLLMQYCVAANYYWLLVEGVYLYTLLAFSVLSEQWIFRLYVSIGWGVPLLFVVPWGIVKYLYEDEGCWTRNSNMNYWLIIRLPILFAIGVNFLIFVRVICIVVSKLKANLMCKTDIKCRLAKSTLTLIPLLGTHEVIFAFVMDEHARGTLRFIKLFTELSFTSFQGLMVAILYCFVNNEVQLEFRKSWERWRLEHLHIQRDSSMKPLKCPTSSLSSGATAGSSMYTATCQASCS
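HEK293 cells stably co-expressing a cAMP-responsive luciferase reporter and constitutively active GLP-1R were seeded, incubated 12 h, then exposed to compounds for 24 h at 37 C. Luminescence was read 12 min after detection reagent; inverse agonists lower signal.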
Abeta rescue – compounds reversing amyloid beta toxicity in yeast; yeast expressing A-beta42, growth rescue, OD600, 48 h; response scale: 0% DMSO, 100% iron-clioquinol control; Potency, µM (highest dose often 46.1 µM), for the others: at the highest dose growth rescue, hits mostly activators; actives 0.063% (n = 410,000); also: potency is read from the fitted curve at half-maximal effect; nearly all actives have a fitted effect of over 55% in size
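Yeast A-beta toxicity model in growth medium with pinned compounds, 48 h at 30 C; growth read as absorbance at 600 nm. Normalized to FeCl3/clioquinol equimolar mix (positive) and DMSO (negative).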
PTHR1 ag – activates the human parathyroid hormone receptor PTHR1; HEK293 GP2 PTHR1 cells, GloSensor cAMP luminescence, 1 h; Potency, µM (series often up to 115 µM), without a hit: at the highest dose activation, actives largely listed as activators; actives 0.075% (n = 410,000); AID 743266; also: potency is read from the fitted curve at half-maximal effect; nearly all actives have a fitted effect of over 55% in size; some results filed as inactive show a strong effect at the top dose; inactives centre near -15; many of its hits are not listed in these tables
Target sequence (Q03431 whole entry, looked up): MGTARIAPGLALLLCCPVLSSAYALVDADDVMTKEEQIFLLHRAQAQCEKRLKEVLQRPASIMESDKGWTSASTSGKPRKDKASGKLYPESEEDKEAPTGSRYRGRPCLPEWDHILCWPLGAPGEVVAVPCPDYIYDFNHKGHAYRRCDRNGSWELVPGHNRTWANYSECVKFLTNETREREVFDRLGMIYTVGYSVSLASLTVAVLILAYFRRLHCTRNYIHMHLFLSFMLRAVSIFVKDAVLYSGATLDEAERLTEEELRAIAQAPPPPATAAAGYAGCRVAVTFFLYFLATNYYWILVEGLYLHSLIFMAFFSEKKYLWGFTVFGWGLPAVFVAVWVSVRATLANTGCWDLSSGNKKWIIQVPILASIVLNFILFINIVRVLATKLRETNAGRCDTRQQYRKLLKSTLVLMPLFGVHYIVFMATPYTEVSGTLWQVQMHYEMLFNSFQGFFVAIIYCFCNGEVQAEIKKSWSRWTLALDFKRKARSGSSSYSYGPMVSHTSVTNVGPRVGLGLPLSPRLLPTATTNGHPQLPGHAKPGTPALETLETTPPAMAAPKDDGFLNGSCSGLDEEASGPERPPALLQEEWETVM
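HEK-293-derived GP2 cells expressing PTHR1 and a GloSensor cAMP reporter, 3,000/well, plated overnight, given luciferin plus IBMX (each 0.5 mM as added) for 1 h at 37 °C, then compound for 1 h at 37 °C. Luminescence was read after 15 min at room temperature.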
FUS suppressor – FUS proteinopathy suppression in yeast. S. cerevisiae FUS-expressing, growth rescue, OD600, 24 h. actives 0.24% (n = 390,000). Potency, µM (series often up to 76.6 µM), for inactives: at the highest dose growth rescue (activation), hits mostly activators;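 also: potency is read from the fitted curve at half-maximal effect; plate controls were DMSO vehicle for no effect and reference control for full effect; nearly all actives have a fitted effect of over 55% in size; some results filed as inactive show a strong effect at the top dose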
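Cultures pregrown in 2.5% raffinose medium are shifted to minimal medium containing 2% galactose to express toxic FUS. Compounds are tested at several concentrations. After 24hr at 30C, growth is quantified at 600 nm absorbance.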
* = called active by the depositor; i = inactive; ? = inconclusive; . = no result given; & = joins results of further samples; [ ] = another dose, or the depositor's remark. Unless noted, calls follow the shape of the dose curve; as a rule, active = well fitted curve in the direction sought with a large enough effect; inconclusive = small, poorly fitted or top-dose-only effect, or another doubt; inactive = no such curve, though single readings can be large; an effect the other way counts as inactive or inconclusive.

SMILES	pAkt inh	GLP1R cytotox	TDP-43 yeast inh	MmCpn inh	aSyn rescue	GLP-1R inv ag	Abeta rescue	PTHR1 ag	FUS suppressor
Cc1cccc(-n2c(SCc3cc(=O)n4ccsc4n3)nc3ccccc32)c1	i	-4%	22µM*	-12%	11%	-28%	-16%	i	38%
COc1cc(OC)cc(OC2(C)CCN(Cc3ccc(OC(C)C)cc3)C2)c1 (configuration not stated)	i	-2%	5%	.	2%	?	5%	-40%[inhibitor]	-4%
CCOC(=O)Nc1ccc(C(=O)NCC2CCCO2)cc1 (configuration not stated)	i	55%[activator]	2%	0%	6%	3%	11%	i	-12%
Cc1cc(/C=C(\C#N)C(=O)Nc2ccc(F)cc2)c(C)n1-c1ccc(N2CCOCC2)c([N+](=O)[O-])c1	i	-11%	-4%	0%	-10%	18%	29%	-3%[57.5 µM]	21%
Cc1cccc(C)c1OCC(O)CNC(C)C (configuration not stated)	i	18%	6%	-1%	2%	0%	0%	i	20%
COc1ccc(C(=O)O)cc1NC(=S)NC(=O)CSc1ccc(Cl)cc1	i	0%	0%	0%	-2%	10%	10%	-22%	31%
O=C(COCc1cc(-c2ccc(F)cc2)on1)Nc1cc(Cl)ccc1O	.	-2%	24%	.	.	3%	-3%	-19%	-12%
COC(=O)c1ccc(OCC(=O)NCCC2=CCCCC2)c(OC)c1	i	6%	21%	-2%	14%	-18%	-29%	0%	13%
CN1C(C(=O)NC(C)(C)C)=CC(c2ccc3c(c2)OCO3)=NS1(=O)=O	.	1%	17%	.	.	4%	5%	-6%	9%
CN(CC(=O)Nc1cccc(F)c1)C(=O)c1cc(S(=O)(=O)N2CCCCC2)ccc1N1CCOCC1	i	0%	-4%	-4%	0%	2%	2%	-9%	7%
COc1ccc(-c2sc3ccccc3c2C#CCCO)cc1	i	0%	?	-13%	-6%	?	-64%[inhibitor]	i	33%
Cc1ccc(C(=O)N2[C@@H]3CN(C)C(=O)[C@@]2(C)[C@H]2C(=O)N(Cc4ccccc4)C(=O)[C@@H]32)cc1	i	-57%	13%	.	1%	16%	9%	i	3%
CC(C(=O)Nc1ccc(N(C)C)cc1)N1C(=O)c2ccccc2S1(=O)=O (configuration not stated)	i	16%	-3%	-1%	3%	1%	-4%	-1%	31%
COc1ccc(S(=O)(=O)N2CC(=O)Nc3ccccc32)cc1Cl	i	-24%	6%	2%	-5%	3%	15%	-2%	-2%
CCc1ccc(/C=N/NC(=S)NCCc2ccccc2)cc1	i	?	10%	-1%	7%	?	4%	-3%[57.5 µM]	2%
CC#CC[N+](C)(C)CCCCCCCCCCCC	i	?	-37%[inhibitor]	0%	-11%	?	-44%[inhibitor]	-22%	?
Cc1cccc2nc(-c3ccco3)c(Nc3ccc4c(c3)OCCO4)n12	i	-4%	1%	-4%	-5%	?	10%	i	0%
CCOC(=O)Cc1c(C)[nH]c(=S)[nH]c1=O	i	-5%	-14%	2%	-2%	0%	-16%	i	13%
OC(CNCCCN1CCCCC1)COc1ccccc1 (configuration not stated)	i	-3%	3%	0%	14%	?	9%	-10%	5%
Cc1ccc(N(CC(=O)N2CCN(C3CCCCC3)CC2)S(=O)(=O)c2cccnc2)cc1	.	-5%	-2%	2%	-11%	-1%	-3%	i	19%
COc1cc(OC)cc(C(=O)NNC(=O)c2ccccn2)c1	i	?	3%	1%	?	?	21%	?	-5%
Cc1ccc(NC(=O)C2CCN(S(=O)(=O)c3ccc4c(c3)CCCC(=O)N4)CC2)cc1N(C)C	i	-9%&-6%	12%&7%	2%	3%&-11%	5%&9%	18%&-12%	-38%&-58%[inhibitor]	17%&-6%
COc1cccc(/C=N/n2c(C3CCCCC3)n[nH]c2=S)c1OC	i	-30%	9%	-1%	-17%	?	16%	-9%	9%
COc1ccc(NC(=O)N2CCCC2C(=O)NC23CC4CC(CC(C4)C2)C3)cc1 (configuration not stated)	i	-1%	-2%	-8%	2%	9%	-1%	-11%	-18%
CC(C)(C)OC(=O)C[C@@H]1C/C=C\C[C@H](CC(=O)NCCO)C(=O)NC[C@H](c2ccccc2)OC1=O	i	2%	8%	-2%	1%	4%	14%	i	10%

One compound at a time (already shown). Values in the order: pAkt inh	GLP1R cytotox	TDP-43 yeast inh	MmCpn inh	aSyn rescue	GLP-1R inv ag	Abeta rescue	PTHR1 ag	FUS suppressor
`COc1ccc(C(=O)O)cc1NC(=S)NC(=O)CSc1ccc(Cl)cc1` reads i	0%	0%	0%	-2%	10%	10%	-22%	31%
`CCOC(=O)Cc1c(C)[nH]c(=S)[nH]c1=O` reads i	-5%	-14%	2%	-2%	0%	-16%	i	13%
`CCc1ccc(/C=N/NC(=S)NCCc2ccccc2)cc1` reads i	?	10%	-1%	7%	?	4%	-3%[57.5 µM]	2%
`COc1cc(OC)cc(OC2(C)CCN(Cc3ccc(OC(C)C)cc3)C2)c1` (configuration not stated) reads i	-2%	5%	.	2%	?	5%	-40%[inhibitor]	-4%
`CC(C)(C)OC(=O)C[C@@H]1C/C=C\C[C@H](CC(=O)NCCO)C(=O)NC[C@H](c2ccccc2)OC1=O` reads i	2%	8%	-2%	1%	4%	14%	i	10%

(further entries)
SMILES	pAkt inh	GLP1R cytotox	TDP-43 yeast inh	MmCpn inh	aSyn rescue	GLP-1R inv ag	Abeta rescue	PTHR1 ag	FUS suppressor
COc1cc(C(=O)NC(=S)Nc2ccc(Cl)cn2)cc(OC)c1OC	i	1%	-15%	3%	-29%	26%	-4%	-33%	27%
O=C(OCC(=O)N(CCc1ccccc1)Cc1ccccc1)c1cccc(O)c1	i	4%	2%	.	3%	?	2%	-9%	9%
C/C(=N\OCC(=O)Nc1ccc(Br)cc1)c1cccs1	i	8%	20%	1%	10%	-21%	-23%	-38%[inhibitor]	14%
OCCN1CCN(CCOc2ccccc2-c2ccccc2)CC1	i	10%	-4%	0%	-4%	?	-14%	?	.
O=c1cc(N2CCOCC2)[nH]c(=O)n1-c1ccc(Br)cc1	i	-7%	18%	-1%	-2%	-1%	-15%	i	2%
CCOc1ccc(OCC(O)CN2CCN(S(=O)(=O)c3cccc(C(F)(F)F)c3)CC2)cc1 (configuration not stated)	i	-4%	-16%	0%	-4%	?	2%	-16%	26%
CN(C(=O)CSc1nnc(-c2ccccc2)n1C)C1CCS(=O)(=O)C1 (configuration not stated)	i	18%	20%	-3%	1%	3%	-14%	i	7%
CNc1[nH]ncc1[N+](=O)[O-]	i	-4%	-11%	-1%	-9%	6%	-6%	-13%	-9%
O=C(CC1Sc2ncnn2C1=O)Nc1ccccc1 (configuration not stated)	i	2%	-8%	-1%	19%	10%	0%	i	14%
CSC(=O)CC(=O)NC(=O)c1ccccc1	i	4%	0%	0%	-3%	-4%	-10%	-17%[57.5 µM]	18%
CCn1c(SCC(=O)N2c3ccccc3CCc3ccccc32)nnc1-c1ccc(OC)cc1	i	-9%	-1%	-2%	13%	?	-4%	i	.
CC1(NC(=O)CCc2ccccc2)CCN(CCCc2ccccc2)C1=O (configuration not stated)	i	-2%	22%	0%	10%	15%	1%	i	-2%
COc1ccccc1N1CCN(c2ccc(Cl)nn2)CC1	i	-5%	-2%[1.82 µM]	0%	-9%	8%	-10%	i	6%
Cc1ccc(S(=O)(=O)CCC(=O)OCC(=O)N2c3ccccc3NC(=O)C2(C)C)cc1	i	-4%	28%	-2%	2%	13%	-9%	i	13%
Cc1ccc(-n2c(SCC(=O)Nc3c(C)cccc3C)nc(O)c(C)c2=O)cc1	.	6%	12%	.	.	10%	-9%	i	9%
COc1cccc(N2CCN(C(=O)C3C4C=CC5(CN(Cc6ccccc6Cl)C(=O)C35)O4)CC2)c1 (configuration not stated)	i	-7%	1%	1%	6%	8%	7%	?	14%
CCOC(=O)c1cccc(NC(=O)c2ccc(-n3cnnn3)cc2)c1	i	-7%	-1%	1%	12%	5%	6%	-9%	-14%
CC(C)CC(NC(N)=O)C(=O)NCCc1ccc(Cl)cc1Cl (configuration not stated)	i	18%	17%	2%	0%	-9%	5%	-7%	-19%
CCOC(=O)c1cccnc1SCC(=O)Nc1ccc(C)cc1C	.	0%	0%	.	.	5%	33%	i	-16%
COc1ccccc1N1C(=O)c2cccc3cccc(c23)C1=O	i	1%	-6%	0%	1%	10%	-5%	-15%	-8%
O=C(c1ccccc1[N+](=O)[O-])N(CCc1ccccc1)Cc1ccccc1	i	1%	3%	2%	3%	?	-5%	-9%	?
Cc1cc(C(=O)OC(C)C(=O)NC2CCCCC2C)c2ccccc2n1 (configuration not stated)	i	4%	12%	.	2%	13%	5%	-17%	-56%
CCc1cccc(Oc2nn[nH]n2)c1	i	1%	-17%	0%	4%	0%	-2%	i	0%
COc1ccc(S(=O)(=O)N2CCCCC2)cc1NC(=O)c1ccco1	i	1%	15%	-2%	1%	17%	8%	i	3%
Cc1nn(CC(=O)NCc2ccc(OC(C)C)cc2)c(=O)c2cc(-c3ccccc3)nn12	i	-5%	13%	1%	-4%	7%	10%	i	11%
COc1ccc(C2c3c(oc4ccccc4c3=O)C(=O)N2c2ccccn2)cc1OC (configuration not stated)	i	1%	-3%	-7%	-3%	-2%	-17%	9%	-24%
CN1C(=O)C(C)(C)c2cc(S(=O)(=O)N3CCCC3C(=O)NCc3ccccc3Cl)ccc21 (configuration not stated)	i	1%	9%	1%	-8%	13%	1%	i	21%

Source: PubChem

This is a subset (hit frequency here may not be typical).
